# GoLoco inh red = inhibitors of human Gai1-RGS12 GoLoco interaction (red fluorophore). Gai1:RGS12 GoLoco peptide FP, rhodamine, 10 min. Potency, µM (doses to about 61.6 µM), inactives show at the highest dose activity, negative = inhibition, hits mostly inhibitors. actives 0.44% (n = 230,000); active means well fitted inhibition curve with a large enough effect, not every such curve was filed as active; inactive means no such curve, though single readings can be large or run the other way; further: on the % scale 0 is the no-effect control and ±100 the full control effect; nearly all actives have a fitted effect of over 30% in size; many of its hits are not listed in these tables
# Target sequence (P63096 whole entry, looked up): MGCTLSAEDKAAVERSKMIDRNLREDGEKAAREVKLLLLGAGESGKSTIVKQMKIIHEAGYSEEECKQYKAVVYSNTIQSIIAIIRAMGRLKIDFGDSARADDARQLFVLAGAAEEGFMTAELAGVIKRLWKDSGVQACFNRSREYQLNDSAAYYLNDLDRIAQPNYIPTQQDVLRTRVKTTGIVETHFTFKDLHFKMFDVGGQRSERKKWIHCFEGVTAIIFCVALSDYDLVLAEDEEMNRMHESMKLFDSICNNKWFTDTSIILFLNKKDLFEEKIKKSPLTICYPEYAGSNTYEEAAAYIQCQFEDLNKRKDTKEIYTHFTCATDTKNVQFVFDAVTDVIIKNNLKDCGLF
# IMPase Li cell = membrane-permeable IMPase blocker, potentiated with lithium; Potency, µM (doses to about 59.4 µM), for inactives: top-dose activity, negative = IMPase inhibition, usual class: inhibitors; actives 0.35% (n = 210,000); CHO-M1 cells, IP1 TR-FRET (IP-One), carbachol + lithium;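 further: IP1 builds up when IMPase is blocked and the TR-FRET signal falls; plate controls were basal vehicle for no effect and high inhibitor control for full effect; nearly all actives have a fitted effect of over 50% in size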
#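 CHO-M1, 2000 cells/well, 16–30 h culture; cpd + low Li+, 30 min 37C; lysis with d2-IP1/Eu-anti-IP1 Ab, 10 min RT; TR-FRET 665/620 ratio and 620 channel; AC50 via Hill.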
# HTT aggregate = reduces HttQ103-GFP aggregates in PC12 cells; PC12 HttQ103-GFP aggregates, Acumen cytometry, 40 h; Potency, µM (top dose mostly 46.1 µM), for inactives: at the highest dose activity change, negative = inhibition, actives largely listed as inhibitors; actives 1.1% (n = 220,000); AID 1688; further: on the % scale 0 is the no-effect control and ±100 the full control effect; nearly all actives have a fitted effect of over 60% in size
#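 PC12 cells stably carrying ecdysone-inducible HTT exon 1 Q103–GFP were induced with tebufenozide (100 nM final) and treated with library compounds in titration. GFP aggregates in lysates were counted by laser scanning cytometry.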
# HTT cytoprotect = cytoprotection in Huntington HTT-Q103 PC12 cell model; PC12 HTT-Q103 induced, cytoprotection, ATP luminescence, 40 h; Potency, µM (series often up to 56.4 µM), inactives show cytoprotection (ATP increase), actives largely listed as activators; actives 0.14% (n = 230,000); AID 1471;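 further: % of control where 0% means no effect; nearly all actives have a fitted effect of over 45% in size; toxic huntingtin expression switched on by the ecdysone agonist tebufenozide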
#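 PC12 cells stably carrying ecdysone-inducible Htt exon 1 (Q103)–GFP were induced with 100 nM tebufenozide (final) alongside library compounds in a dose series. Cytoprotection was scored as retained ATP by ATPlite luminescence.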
# GAA inhib = inhibitors of human lysosomal alpha-glucosidase | purified human GAA, 4-MU-alpha-glucoside fluorescence | actives 0.005% (n = 200,000) | Potency, µM (top dose mostly 76.9 µM), inactives show at the highest dose activity change, negative = inhibition, hits mostly inhibitors;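 further: plate controls were uninhibited enzyme wells for no effect and no-enzyme background for full effect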
#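 Human alpha-glucosidase, 4 nM, pre-mixed with test compounds before 400 uM 4-methylumbelliferyl substrate; 20 min room temperature at pH 5.0. Fluorescence read after pH 10 stop; AC50 values from Hill-equation fits.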
# GAA glycogen mod = GAA glycogen-cleavage inhibition or activation. recombinant GAA, glycogen substrate, Amplex Red glucose oxidase fluorescence. P10253. Potency, µM (top dose mostly 76.4 µM), inactives show top-dose activity change, negative = inhibition, hits mostly inhibitors. actives 0.38% (n = 300,000). AID 2100;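 further: 0% = full enzyme reaction and -100% = no-enzyme basal signal; the screen sought inhibitors and activators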
#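 Natural-substrate format: glycogen cleavage by 4 nM human enzyme, glucose read by Amplex Red coupling (Ex 573, Em 610 nm). Normalized to enzyme and no-enzyme controls.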
# GAA spleen mod = inhibits or activates alpha-glucosidase in human spleen homogenate. Potency, µM (highest dose often 79.9 µM), inactives show top-dose activity change, negative = inhibition, usual class: inhibitors. AID 2112. actives 0.006% (n = 240,000). human spleen homogenate, 4-MU-alpha-glucoside fluorescence. P10253;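 further: 0% = enzyme with vehicle and -100% = no enzyme basal signal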
#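 Enzyme source: human spleen homogenate, 1 ug/well. Buffer 50 mM citric acid/K phosphate pH 5.0, 0.01% Tween-20. 4-MU-alpha-glucoside 1 mM; 37 C x 40 min; NaOH/glycine stop; fluorescence.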
# * marks the source's active call; other numbers are inactive results; u = inconclusive; x = not tested or not shown; & = joins results of further samples; [ ] = dose if it differs, or a comment. Unless noted, the call rests on the fitted dose curve; in most records, active means well fitted curve in the direction sought with a large enough effect; inconclusive means small, poorly fitted or top-dose-only effect, or another doubt; inactive means no such curve, though single readings can be large; an effect the other way counts as inactive or inconclusive. Potency means the concentration at half of the fitted maximal effect. A portion of the library. The share of hits here may be higher or lower than overall.
SMILES,GoLoco inh red,IMPase Li cell,HTT aggregate,HTT cytoprotect,GAA inhib,GAA glycogen mod,GAA spleen mod
COc1cc(CC(=O)NNC(=O)c2cc(C)oc2C)cc(OC)c1OC,2.7%,-5.8%,3.0%,14.7%[10 µM],-14.0%,-6.4%,-6.3%
COc1ccccc1N1CCN(C(=O)c2ccc3[nH]c4c(c3c2)CCCC4)CC1,-4.6%,17.8%,-22.7%,12.3%[10 µM],-4.4%,-11.7%,-2.5%
COc1cc([N+](=O)[O-])cc(/C=N/NC(=O)CC#N)c1O,82.8%[activator],-6.4%,4.8%,1.7%,-2.5%,-20.8%,1.9%
CCN(Cc1ccncc1)C(=O)C(CO)c1ccccc1 (stereo not drawn),7.4%&4.4%&9.2%,28.0%&23.9%&29.1%,-3.5%,2.5%,x,0.6%[76.3 µM],5.8%&-1.2%&2.0%
O=[N+]([O-])c1ccc(Nc2nc(N/N=C\c3ccc4c(c3)OCO4)nc(N3CCCCC3)n2)cc1,1.3%,-16.7%[38.3 µM],u,-90.3%[inhibitor],-9.2%,2.2%,-4.6%
Cn1c2c(c(=O)n(C)c1=O)CN(CCN1CCNCC1)CN2,-1.3%,-5.8%[38.3 µM],15.4%,-11.5%,-3.7%,6.4%,-11.8%
COc1ccc(-c2[nH]ncc2/C=C(/C#N)C(=O)NC2CCCCCC2)cc1,-3.7%,23.3%[38.3 µM],-13.9%,-39.7%[inhibitor],-13.6%,-0.7%,-14.1%
O=C(O)c1cc(S(=O)(=O)N2CCN(c3ccccn3)CC2)ccc1Cl,0.4%,8.8%,9.9%,x,0.6%,-6.1%,-5.3%
O=C(O)c1[nH]c2ccccc2c1NS(=O)(=O)Cc1ccccc1,8.4%,5.5%[38.3 µM],u,6.9%,10.8%,u,-0.5%
Cc1noc(C)c1-c1nc(Nc2ccccc2)c2ccccc2n1,-0.5%,-7.0%,x,-50.7%[inhibitor],x,x,3.3%
COc1ccc2[nH]c(C(=O)Nc3ncc(C)cc3Br)cc2c1,7.1%,x,-11.7%[9.22 µM],14.0%[10 µM],3.0%[15.4 µM],-2.0%,1.8%
CCOC(=O)N1CCC(NC(=O)C2CCCN(S(=O)(=O)c3cccnc3)C2)CC1 (stereo not drawn),2.5%,-3.6%,-15.2%,10.5%[10 µM],0.5%,1.2%,-2.7%
N#Cc1cc2c(nc1SC1CC(=O)N(c3ccccc3)C1=O)CCC2 (stereo not drawn),2.7%,-3.7%,-7.9%,x,-0.6%,-7.1%,-13.5%
c1ccc(CSCc2ccccc2)cc1,-5.4%,-6.5%,x,-46.7%[inhibitor],x,x,-0.7%
OCCC1CN(Cc2cccn2-c2cccnc2)CCN1C1CCCC1 (stereo not drawn),2.0%,x,15.5%[9.22 µM],8.9%[10 µM],x,1.4%,1.3%
CC(C)C(CCNC(=O)CC(Cc1ccccc1)c1ccco1)c1ccco1 (stereo not drawn),17.1%,21.7%[38.3 µM],11.3%,-26.1%,-2.8%,-13.6%,-9.2%
O=C(NC(N1CCOCC1)C(Cl)(Cl)Cl)c1cc([N+](=O)[O-])cc([N+](=O)[O-])c1 (stereo not drawn),5.2%,-4.4%,-14.5%,-13.1%,-4.0%,5.3%,-12.8%
CCN(CC)S(=O)(=O)c1ccc2[nH]cc(C(=O)NCCN3CCCCCC3)c(=O)c2c1,6.6%,7.2%[38.3 µM],5.1%,-12.7%,u,16.3%,-9.7%
CCn1c(=O)c2cc(S(=O)(=O)NC3CCCCC3)ccc2n(CC)c1=O,0.9%,29.8%[38.3 µM],-8.9%,7.8%,-5.0%,-11.5%,-19.3%
Clc1ccc2oc(-c3cccnc3NCc3ccccc3)nc2c1,5.8%,12.3%[38.3 µM],30.1%,-4.7%[10 µM],u,-3.2%,-6.1%
CCN(CC(=O)Nc1ccccc1OC)CC(=O)Nc1ccccc1C(F)(F)F,11.7%,2.5%,-6.4%,-4.0%,-7.1%,10.0%,-2.5%
COc1ccccc1Oc1ccc(N/C=C/C(=O)c2ccco2)cc1,111.4%[activator],12.9%,8.7%[9.22 µM],-77.9%[inhibitor],-8.6%,3.7%,2.6%
O=C1CC(=O)N(Cc2cccs2)C(=O)N1,4.5%,21.4%[38.3 µM],-4.5%,-12.4%[10 µM],-1.1%,-4.6%,-7.0%
Cc1cccn2cc(CCNS(=O)(=O)c3ccc([N+](=O)[O-])cc3)nc12,-2.6%,-6.6%,2.9%,x,-7.3%,-7.3%,-6.5%
CC(C)OC(=O)C(CC(=O)O)NCc1ccccc1 (stereo not drawn),0.6%,-7.8%[38.3 µM],5.7%,-12.2%,-4.0%,-10.1%,-2.2%
COc1ccc(/C=N/OCC(=O)Nc2nc3ccccc3s2)cc1OC,5.2%,20.6%,-5.7%,-5.2%[10 µM],-10.1%,4.9%,1.1%
CC(C)(C)NC(=O)C(c1ccccc1)N(C(=O)C1CSC(=O)C1)c1ccccc1 (stereo not drawn),3.4%,-17.5%,0.3%,-10.5%[10 µM],1.4%,-5.3%,-16.5%
CCOC(=O)N/N=C/c1ccccc1-c1cc(OC)ccc1OC,1.1%,0.5%,x,-11.5%,x,x,-2.8%

# Some of these compounds in order of molar mass, highest first.
SMILES,GoLoco inh red,IMPase Li cell,HTT aggregate,HTT cytoprotect,GAA inhib,GAA glycogen mod,GAA spleen mod
CCN(CC)S(=O)(=O)c1ccc2[nH]cc(C(=O)NCCN3CCCCCC3)c(=O)c2c1,6.6%,7.2%[38.3 µM],5.1%,-12.7%,u,16.3%,-9.7%
CC(C)(C)NC(=O)C(c1ccccc1)N(C(=O)C1CSC(=O)C1)c1ccccc1 (stereo not drawn),3.4%,-17.5%,0.3%,-10.5%[10 µM],1.4%,-5.3%,-16.5%
CC(C)C(CCNC(=O)CC(Cc1ccccc1)c1ccco1)c1ccco1 (stereo not drawn),17.1%,21.7%[38.3 µM],11.3%,-26.1%,-2.8%,-13.6%,-9.2%
CCn1c(=O)c2cc(S(=O)(=O)NC3CCCCC3)ccc2n(CC)c1=O,0.9%,29.8%[38.3 µM],-8.9%,7.8%,-5.0%,-11.5%,-19.3%
COc1ccc(/C=N/OCC(=O)Nc2nc3ccccc3s2)cc1OC,5.2%,20.6%,-5.7%,-5.2%[10 µM],-10.1%,4.9%,1.1%
Cc1cccn2cc(CCNS(=O)(=O)c3ccc([N+](=O)[O-])cc3)nc12,-2.6%,-6.6%,2.9%,x,-7.3%,-7.3%,-6.5%
OCCC1CN(Cc2cccn2-c2cccnc2)CCN1C1CCCC1 (stereo not drawn),2.0%,x,15.5%[9.22 µM],8.9%[10 µM],x,1.4%,1.3%
Clc1ccc2oc(-c3cccnc3NCc3ccccc3)nc2c1,5.8%,12.3%[38.3 µM],30.1%,-4.7%[10 µM],u,-3.2%,-6.1%
COc1ccccc1Oc1ccc(N/C=C/C(=O)c2ccco2)cc1,111.4%[activator],12.9%,8.7%[9.22 µM],-77.9%[inhibitor],-8.6%,3.7%,2.6%
CCOC(=O)N/N=C/c1ccccc1-c1cc(OC)ccc1OC,1.1%,0.5%,x,-11.5%,x,x,-2.8%
CC(C)OC(=O)C(CC(=O)O)NCc1ccccc1 (stereo not drawn),0.6%,-7.8%[38.3 µM],5.7%,-12.2%,-4.0%,-10.1%,-2.2%

# From PubChem
